Bioassay records from PubChem.
CHOP inh: CHOP inhibition in unfolded protein response; inhibition, % at 10 µM; CHO-K1 CHOP-promoter luciferase, tunicamycin-induced, 15-18 h; 3.8% of 220,000 active; AID 2732;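 active = compounds that reduced the stress-induced luciferase reporter signal by more than about 70% of percent inhibition, limit read from the data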;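 note: 0% = tunicamycin plus vehicle and 100% = wells without tunicamycin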
BaF3 parental: counter-screen for JAK2V617F inhibitors: parental Ba/F3 viability inhibitors; CellTiter-Glo ATP luminescence; inhibition, % at 5.6 µM; 1.1% of 220,000 active; AID 1486;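 active = inhibition above a per-campaign cutoff, the mean inhibition of all tested compounds plus 3 SD, cut at about 27% in these data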;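 note: 0% = DMSO wells and 100% = JAK Inhibitor I control wells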
TRPML3 ag: human mucolipin-3 channel agonism | Q8TDD5 | HEK293 TRPML3-YFP, Fluo-8 calcium fluorescence; 100% = the carbachol control signal | activation, % at 3 µM | 0.29% of 220,000 active;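 active = activation above its plate's cutoff, the mean activation of the plate's test wells plus 3 SD, cut at about 12% in these data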;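 note: 0% = DMSO only wells and 100% = carbachol wells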
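system = HEK293 cells stably carrying human TRPML3-YFP | doses = one concentration, 3 µM nominal, 0.3% DMSO | timing = dye loading 1 h 37 °C then 30 min ambient, 125 s read | detection = Fluo-8 calcium dye fluorescence, ex 470-495, em 515-575 nm | benchmarks = high control carbachol 87 µM, low control DMSO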
PPC-1+TRAIL kill: PPC-1 cancer cell killing with TRAIL present; PPC-1 cells + TRAIL, ATPLite viability luminescence; cell killing (% activity), % at 4 µM; 0.41% of 220,000 active;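 active = cell killing above 50% in the first pass at 4 µM, then a duplicate retest at 5 µM averaging 50% or more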;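 note: plate controls were cells with TRAIL plus DMSO for no effect and medium-only wells lacking cells for full effect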
zfTRPN1 agonist: agonists of zebrafish TRPN1 channel. HEK293 zebrafish TRPN1-YFP, Fluo-8 calcium fluorescence; 100% = response to 87 µM carbachol. activation, % at 3 µM. 0.18% of 220,000 active;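 active = activation above its plate's cutoff, the mean activation of test wells on that plate plus 3 SD, cut at about 19% in these data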;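 note: 0% = DMSO alone and 100% = 87 µM carbachol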
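Material: zebrafish TRPN1-YFP in HEK293 cells. Doses: one dose of 3 µM, 0.3% DMSO. Incubation: dye 1 h 37 °C plus 30 min RT. Measured by: intracellular calcium fluorescence with Fluo-8.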
RBBP9 inh: inhibitors of human serine hydrolase RBBP9; inhibition, % at 7.94 µM; recombinant RBBP9, FP-Rh probe fluorescence polarization; O75884; 0.2% of 220,000 active;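 active = inhibition above the campaign mean of all tested compounds plus 3 SD, cut at about 14% in these data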;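 note: plate controls were DMSO wells with RBBP9 for no effect and wells lacking RBBP9 protein for full effect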
Target sequence (O75884 whole entry, looked up): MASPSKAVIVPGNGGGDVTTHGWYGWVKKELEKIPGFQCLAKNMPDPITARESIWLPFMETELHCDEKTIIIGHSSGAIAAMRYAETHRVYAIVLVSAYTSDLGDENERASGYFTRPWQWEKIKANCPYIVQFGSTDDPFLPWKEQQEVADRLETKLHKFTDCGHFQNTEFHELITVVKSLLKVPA
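System: RBBP9 protein / Buffer or medium: Tris/NaCl buffer pH 8.0 with 0.1% Pluronic / Probe or stimulus: Serine-hydrolase probe FP-Rh, 375 nM pre-mixing / Dosing: 7.94 µM single dose, 0.794% DMSO / Times: enzyme-compound preincubation 30 min, then probe labeling 45 min, 25 °C / Technique: fluorescence polarization (mP), excitation 525 nm, emission 598 nm / Replication: singlicate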
TNF death inh: TNF-alpha cell death inhibition in Jurkat FADD-/- cells | Jurkat FADD-/- TNF necroptosis rescue, ATP luminescence, 24 h; 0 = TNF only, 100 = no-TNF cells | AID 463075 | activation (protection from cell death), % at 10 µM | 0.068% of 220,000 active;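 active = activation, meaning protection from cell death, of at least 50% relative to plate controls; inactive = activation below 50%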;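 note: necroptosis triggered by 40 ng/mL TNF-alpha added together with compound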
Wee1 stabilizer: inhibitors of human Wee1 degradation; P30291; HeLa Luc-Wee1K328M stability, luciferase luminescence; 100% = proteasome inhibitor MG132 effect; reporter increase, % at 5 µM; 1.2% of 220,000 active; AID 1321;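 active = activation above the mean of all tested compounds plus 3 SD, set per screening run, cut at about 8.8% in these data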;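 note: cells exposed to compound for 20 h before luminescence read; 0% = DMSO alone and 100% = MG132 at 30 µM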
Target sequence (P30291 whole entry K328M): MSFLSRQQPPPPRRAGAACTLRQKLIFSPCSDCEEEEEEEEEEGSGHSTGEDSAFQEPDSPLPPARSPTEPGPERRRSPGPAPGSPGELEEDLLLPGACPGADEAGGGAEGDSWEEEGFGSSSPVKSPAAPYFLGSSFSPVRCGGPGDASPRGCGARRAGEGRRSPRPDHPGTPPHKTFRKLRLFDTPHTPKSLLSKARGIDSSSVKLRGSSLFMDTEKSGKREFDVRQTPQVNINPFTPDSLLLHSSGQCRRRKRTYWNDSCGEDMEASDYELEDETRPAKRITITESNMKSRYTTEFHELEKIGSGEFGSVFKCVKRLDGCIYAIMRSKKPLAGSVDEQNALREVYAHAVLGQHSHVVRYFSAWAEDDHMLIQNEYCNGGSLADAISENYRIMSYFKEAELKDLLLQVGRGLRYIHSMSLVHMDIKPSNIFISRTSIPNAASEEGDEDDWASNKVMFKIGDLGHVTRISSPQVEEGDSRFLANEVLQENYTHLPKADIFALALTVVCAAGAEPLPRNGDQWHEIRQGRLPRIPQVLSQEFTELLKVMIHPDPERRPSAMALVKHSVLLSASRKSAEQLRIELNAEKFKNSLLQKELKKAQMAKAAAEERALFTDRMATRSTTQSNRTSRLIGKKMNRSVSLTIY
Ba/F3 V617F tox: reduce viability of Ba/F3 cells dependent on JAK2V617F. Ba/F3 EpoR-JAK2V617F viability, ATP luminescence. inhibition, % at 5.6 µM. 1.1% of 220,000 active. AID 1446;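 active = inhibition above the campaign mean plus 3 SD over all tested compounds, cut at about 24% in these data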;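 note: cytokine-independent growth of Ba/F3 cells driven by EpoR plus mutant JAK2; 0% = DMSO-treated cells and 100% = JAK inhibitor I control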
An asterisk follows results filed as active; & = joins results of further samples; [ ] = remark or other dose. No enrichment for hits (roughly 6.8% active in at least one column).

SMILES	CHOP inh	BaF3 parental	TRPML3 ag	PPC-1+TRAIL kill	zfTRPN1 agonist	RBBP9 inh	TNF death inh	Wee1 stabilizer	Ba/F3 V617F tox
Cc1cc([N+](=O)[O-])cc(/C=N/n2c(C)nc3ccccc3c2=O)c1O	7.3	1.2	1.4	6.5	3.1	-4.2	1.7	0.5	-2.6
Cn1cccc1C(=O)C(=O)Nc1cccc(Cl)c1Cl	18.1	-0.1	-0.1	13.1	0.7	-8.4	-0.3	-1.4	-4.4
Cc1ccc(C)c(NC(=O)COC(=O)CC2c3ccccc3CCN2S(=O)(=O)c2ccc(F)cc2)c1 (stereo not given)	16.4	0.7	1.4	22.7	-1.5	-7.4	1.2	-1.1	0.3
CCc1ccc(/C=C/C(=O)c2ccc(S(=O)(=O)N(C)C)cc2)cc1	0.5	-4.3	1.6	22.7	1.5	-1.9	0.8	8.1	8.5
C=CCNC(=O)CC(=O)N/N=C/c1cccc(C)c1	11.5	4.2	0.2	30.5	1.5	-5.3	2.2	1.4	-4.1
COCCCNC(=O)C1CC(=O)N(C2CCCC2)C1 (stereo not given)	20.1	2.1	0.8	20.9	0.8	-3.3	-3.5	-2.2	-2.2
O=C(CSc1ncc(-c2ccccc2)[nH]1)Nc1ccccc1	49.3	1.8	-0.3	1.8	-2.0	-7.3	3.7	-1.9	-5.8
Cc1c(Cc2ccccc2)sc(NC(=O)/C=C/c2cccc3ccccc23)c1C(N)=O	17.1	1.4	0.7	15.3	0.8	-9.8	0.1	-1.4	-0.8
CCOC(=O)Cc1csc2nc3sc(C)c(C)c3c(=O)n12	12.1	-0.1	-0.1	17.3	-0.9	12.8	2.6	-1.2	-2.5
Cc1c(NC(=O)c2cc(-n3cnnc3)ccc2Cl)cccc1-c1nc2ccccc2s1	30.6	2.7	0.1	61.1*[5 µM]	2.8	-10.1	-6.8	5.0	4.1
COc1ccc(CNC(=O)C2CCCN2C)cc1OC (stereo not given)	-0.5	-0.2	0.5	2.2	1.6	-4.3	1.9	3.2	1.1
CCCCC(CC)C(=O)Nc1ncc([N+](=O)[O-])s1 (stereo not given)	57.0	2.5	12.6*	-13.1	14.0	-2.6	0.2	0.5	-3.9
Cc1ccc(NC(=O)Nc2ccccc2CC[N+](=O)[O-])cc1	-16.5	-2.5	0.3	16.1	-1.8	-9.1	1.0	-1.8	-4.6
CN(C)c1ccc(Nc2nc(-c3cccnc3)cs2)cc1	12.4	-3.0	0.2	70.3*[5 µM]	-0.1	20.4*	-0.8	4.0	-0.5
O=C(CN1CCCCC1)Nc1ccc(S(=O)(=O)NC2CCCCC2)cc1	16.6	3.4	1.4	23.4	3.5	-1.1	-1.5	-0.5	3.9
O=C(CC1SC2=NCCN2C1=O)Nc1ccccc1 (stereo not given)	-23.2	3.3	-0.1	2.6	0.2	-13.0	-0.6	-1.0	0.4
O=C(O)CC(=O)NC12CC3CC(CC(C3)C1)C2	31.4&18.8	2.7&0.2	0.7&0.9	26.9&2.5	1.2&0.0	-7.3&2.7	0.2&0.9	-2.7&-0.6	-0.9&-4.9
O=S(=O)(c1ccc(F)cc1)N1CCC2(CC1)OCCO2	-4.1	7.7	1.6	6.3	0.2	1.9	-0.1	-0.9	1.4
CCOC(=O)c1ccc2c(c1)nc(SCC(=O)c1cc3ccccc3o1)n2CC	-1.6	0.7	0.8	4.5	-0.8	-9.2	-0.1	-2.0	-2.4
O=S(=O)(c1ccc(Br)cc1)N1CCN=C1SCc1cccnc1	-0.8	9.5	0.7	17.3	-0.5	-2.3	-0.8	-2.4	6.6
CCOc1ccc(N2C(N)=NC(N)=NC2(C)C)cc1	11.9	98.4*	1.2	33.3	1.9	3.2	-9.9	-0.2	94.2*
N#Cc1cc(C(=O)c2cc(Br)ccc2O)cn(C2CCCCC2)c1=O	56.7	3.2	-0.5	-5.1	1.3	-4.6	-1.8	-1.9	-1.6
Cc1cc(C)cc(OCC(=O)OCC(=O)Nc2c(C)n(C)n(-c3ccccc3)c2=O)c1	-1.4	0.2	-0.1	22.7	-1.5	-6.4	1.0	-1.7	0.5
CC1(C)CC(=O)C=C(NCc2cccs2)C1	2.2	6.2	0.4	-5.9	1.4	-0.2	3.4	-2.2	3.9

Individual results from the list.
For CHOP inh, `Cc1c(Cc2ccccc2)sc(NC(=O)/C=C/c2cccc3ccccc23)c1C(N)=O` is listed with 17.1
For Wee1 stabilizer, `O=S(=O)(c1ccc(Br)cc1)N1CCN=C1SCc1cccnc1` is listed with -2.4

The list continues.
SMILES	CHOP inh	BaF3 parental	TRPML3 ag	PPC-1+TRAIL kill	zfTRPN1 agonist	RBBP9 inh	TNF death inh	Wee1 stabilizer	Ba/F3 V617F tox
CCOc1ccc(NC(=O)NC(=O)N(C)S(=O)(=O)c2ccc(C)cc2)cc1	8.9	3.2	0.2	13.0	0.2	-8.4	15.5	-0.8	1.6
N#Cc1c(-c2ccccc2Cl)cc(-c2ccccc2)nc1Br	52.3	4.1	0.7	18.9	-0.3	-5.7	0.1	2.9	-5.0
CC(C)(C)n1nnnc1CN(Cc1cccnc1)Cc1ccccc1Cl	-7.7	1.1	0.0	23.5	-1.4	-1.4	0.6	-0.4	1.6
CC(=O)CCc1ccc(OCCCCn2cncn2)cc1	-16.8	0.7	0.1	17.4	0.3	-4.6	-0.4	7.5	1.0
CC(C)N(C(=O)NC(=O)Nc1ccccn1)S(C)(=O)=O	16.1	5.9	0.8	5.4	1.1	-3.2	1.7	-1.8	0.0
CC1Cc2ccccc2N1C1=NS(=O)(=O)c2ccccc21 (stereo not given)	0.9	5.2	1.4	-7.3	0.1	-5.5	-0.1	6.1	-3.7
COC(=O)CSc1nc2cc(Cl)ccc2c(=O)n1C1CCCC1	56.9	1.9	0.2	12.9	0.6	-8.2	-7.4	1.2	-0.9
CCC(NC(=O)c1ccccc1NC(=O)c1ccccc1)C(=O)O (stereo not given)	-5.9	-0.4	1.0	0.9	0.5	7.5	-0.2	-2.2	-2.8
COC(=O)C1=C(C)Nc2ncnn2C1c1ccco1 (stereo not given)	-26.4	2.2	0.7	8.1	1.3	-7.9	-1.1	0.0	-4.0
COc1cc(Cl)c(S(=O)(=O)NCc2ccccn2)cc1Cl	4.4	6.4	1.5	6.7	-0.5	3.2	1.1	1.4	0.1
Cc1ccc(C2(CCNCc3ccc(N(C)C)cc3)CCOC(C(C)C)C2)cc1 (stereo not given)	-9.4	7.4	2.3	31.1	2.1	1.7	1.2	-1.1	5.9
CCOC(=O)c1ccc(N=Nc2c(C)c(C#N)c(O)[nH]c2=O)cc1	55.3	0.7	0.5	-2.6	0.9	-11.7	-3.0	0.8	3.0
O=C(CN(c1ccc2c(c1)OCCO2)S(=O)(=O)c1ccccc1)NCc1ccc(Cl)cc1	41.4	8.3	0.2	5.7	1.9	-8.0	-8.1	-3.9	5.0
Oc1[nH]c(=S)sc1/C=C1\C(c2ccccc2)=Nc2ccccc21	16.0	2.7	1.7	7.2	1.3	3.2	-1.5	6.9	-4.2
O=C(CCc1ccc(Oc2cc([N+](=O)[O-])cc([N+](=O)[O-])c2)cc1)NC1CCCC1	6.4	5.7	-0.4	2.5	-1.2	-10.9	0.6	0.5	2.9
COCCCNC(=S)N1CCN(S(C)(=O)=O)CC1	-0.1	5.3	0.8	11.3	0.5	-0.4	1.2	-1.1	-2.6
COc1ccc2c(c1)-c1nc(/N=C/c3ccc(O)c(OC)c3)sc1CC2	5.9	4.0	0.3	29.3	-1.8	-6.4	-0.2	-0.4	-1.6
CN1CCN(C(=O)NCC23CC4CC(CC(C4)C2)C3)CC1	7.5	0.7	0.6	14.4	1.5	-3.2	1.3	-2.1	4.3
CC(C)(C)C(=O)OCC1OC(n2cnc(C(N)=O)n2)C(O)C1O (stereo not given)	23.6	6.6	0.8	-6.2	0.6	-0.7	-1.8	-1.2	2.1
Nc1nc(N)c2sc3nc4c(cc3c2n1)CCC4	-2.1	-2.6	0.1	27.6	0.3	-1.6	-1.1	0.0	-2.6
Clc1ccc(CO/N=C2\CCCc3nonc32)cc1	20.8	3.2	-0.7	-11.0	-2.4	-5.6	7.7	2.3	2.7
COc1cc(Br)cc(CN2CCN(C=O)CC2)c1O	30.6	5.5	0.3	29.3	-0.2	-4.3	-1.1	1.3	3.2
Cc1[nH]nc2c1C(c1ccsc1)C1=C(CC(C)(C)CC1=O)N2 (stereo not given)	3.9	1.2	0.0	-2.4	-0.3	-8.4	2.9	-0.7	-2.0
O=C(NC(=S)N1CCCCC1)c1cccs1	0.7	3.6	1.3	26.0	0.0	-9.6	1.3	-0.8	-1.8
CC(=O)NCCCOc1ccc([N+](=O)[O-])cc1Cl	-18.6	-9.2	0.3	15.9	1.2	0.4	-0.7	-1.7	0.5
COc1cccc(/C(C)=N/NC(=O)c2ccc(N(C)C)cc2)c1	17.7	7.5	0.6	16.3	0.5	-3.2	-6.5	0.0	3.0
COCCNC(=S)NNC(=O)c1cccs1	17.8	3.4	0.8	7.5	0.3	-5.6	0.8	0.5	-0.4
O=C1NCCN(Cc2ccc(-c3ccccc3)cc2)C1CC(=O)N1CCN(CCO)CC1 (stereo not given)	-4.5	5.3	1.0	2.7	0.9	-7.4	-0.1	-0.7	-0.8
Cn1c(=O)c2c(nc(CN3CCN(C(=O)c4ccco4)CC3)n2Cc2ccc(F)cc2)n(C)c1=O	-3.8	3.8	0.1	12.6	-0.9	-3.0	-1.6	-2.3	-2.1
COc1ccc(CNc2nc3c(c(=O)n(Cc4ccc(F)cc4)c(=O)n3C)n2C)cc1	37.4	-2.5	0.6	47.5	-0.2	-7.7	-6.4	-5.1	-4.9
CC(C)NCC(O)COCc1ccc(Cl)cc1 (stereo not given)	-19.1	2.3	1.1	1.9	1.2	-3.8	0.9	1.5	-2.5
O=C(CSc1nn(-c2ccc(F)cc2)c(=S)s1)NCC1CCCO1 (stereo not given)	8.6	-3.2	-0.1	7.8	-1.3	1.2	-0.2	-1.8	-2.5
CCCCN(C)C(=O)c1nc2ccccn2c1CNC1CCC1	-3.6	5.8	0.8	-0.2	0.3	-4.6	0.2	-0.4	0.6
COCCN(C(=O)COc1ccccc1)c1nnc(-c2cccnc2)s1	2.5	2.1	0.7	-11.1	1.3	-4.8	-3.2	-3.0	3.4
Cc1ccccc1C(=O)Nn1c(C)ccc1C	0.4	5.5	-0.6	21.7	-0.4	0.5	-0.9	0.4	-0.3
COc1ccc(OC)c(NC(=O)Cn2cc(C#N)c3cc(Br)ccc32)c1	29.6	5.0	0.9	8.1	0.6	-14.4	-1.0	1.9	2.9
